From PubChem
mHTT CaM bind = mHTT-calmodulin interaction abrogation. P42858. AlphaScreen His-mHTT/GST-CaM binding, luminescence. inhibition, % at 15 µM. 190,000 compounds, 3.6% hits;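 note: 0% = both proteins with DMSO and 100% = one protein alone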
Pf apPOL inh = Pf-apPOL DNA polymerase inhibition | 210,000 compounds, 0.25% hits | AID 1794808 | Recombinant Pf-apPOL, molecular beacon fluorescence, 1.5 h | inhibition, % at 10 µM
Numbers without * were called inactive; i = inactive; · = not tested or not shown; & = joins results of further samples. Cut-off read from the data, not from the text of the source: active = inhibition above about 50%; inactive = the rest.

Order of results: mHTT CaM bind, Pf apPOL inh
- O=[N+]([O-])c1ccc2c(c1)OC1(CCCCC1)O2
    -4, 0
- COc1ccc(S(=O)(=O)N(c2cccc(C)n2)S(=O)(=O)c2ccc(OC)cc2)cc1
    0, 4
- CCc1nnc(NC(=O)CC(c2ccccc2)c2ccccc2)s1
    -6, -3
- CCOc1cccc2cc(C(=O)Nc3nccs3)c(=Nc3cc(C)ccc3C)oc12
    -2, -35
- O=[N+]([O-])c1cc(C=Nc2cc(Cl)ccc2O)ccc1Cl
    64*, -1
- O=C(CCC1CCCN(C(=O)Nc2ccccc2)C1)NCc1cc(F)cc(F)c1 (stereo not drawn)
    -13, -5
- Cc1cccc(OCC(=O)N2CCC3(CC2)NC(=O)N(Cc2cc(C)ccc2C)C3=O)c1
    10, 0
- CCN(CCCNC(=O)Cn1cc2c(n1)CCC(C)C2)c1cccc(C)c1 (stereo not drawn)
    7, -2
- COc1cc(OC)cc(N2CCN(C(=O)c3cccc(C)c3)C(C)C2=O)c1 (stereo not drawn)
    1, -2
- CCc1nc(N2CCC(C(=O)NCc3ccccc3)CC2)c2c(C)scc2n1
    -2, -2
- Cc1n[nH]c(C)c1CCC(=O)Nc1ccc2c(c1)Cc1ccccc1-2
    3, -9
- CCOc1ccccc1NC(=O)c1c(NCc2cccn2C)sc2c1CCC2
    21, -15
- COc1cc(C2Nc3ccccc3C(=O)N2c2ccc(Cl)cc2)ccc1O (stereo not drawn)
    25, 6
- O=C(O)c1c[nH]c2ccc(S(=O)(=O)NC3CCCCNC3=O)cc2c1=O (stereo not drawn)
    2, -2
- CC(=O)Nc1ccc(-c2ccc(NC(C)=O)c(Cl)c2)cc1Cl
    1, 7
- COc1ccc(C(=O)N2CCN(c3ccc([N+](=O)[O-])cc3)CC2)cc1Cl
    19, 1
- COc1ccc(C(=O)NCc2nc3ccccc3[nH]2)cc1
    -13, -8
- Cc1ccc(Cl)cc1N1CCN(CC(O)c2ccc3c(c2)CCN3)CC1 (stereo not drawn)
    71*, -4
- CCOCC(=O)N1CCCn2nc(-c3ccc(C(F)(F)F)cc3)cc2C1
    -2, -11
- Cc1ccccc1CNC(=O)C1(C)CCCN(C(=O)Nc2ccccc2C)C1 (stereo not drawn)
    1, 5
- O=S(=O)(Nc1ccc(SC(F)F)cc1)c1cccc2cccnc12
    2, -3
- O=C(Nn1c(=S)[nH]c2ccccc2c1=O)c1cccnc1
    ·, 10&7
- COc1ccccc1CC(=O)N(CC1CCOC1)C1CC1 (stereo not drawn)
    -6, -4
- CCOc1ccccc1Oc1c(C)oc2cc(OS(C)(=O)=O)ccc2c1=O
    -2, -3
- CC(=O)Nc1ccccc1NC(=O)COc1ccc(C(C)C)cc1
    -2, -7
- COC(=O)c1ccc2c(=O)n(CCc3ccccc3)c(N3CCSC3)nc2c1
    -14, 2
- COCCNC(=O)C(=O)NCCC1=CCCCC1
    -9, -6
- O=C(NC1CC1)C1CCc2sc(C(=O)N3CCCCCC3)cc2C1 (stereo not drawn)
    -6, 0
- Cc1ccc(S(=O)(=O)N2CC3CN(C(=O)COCc4ccccc4)CC(C2)O3)cc1
    15, -7
- CN1C(=O)Cc2cc(C(=O)NCc3ccc(C(F)(F)F)cc3)ccc21
    16, -10
- Cc1ccc(C(=O)N2CCC(CCNC(=O)Cc3cccs3)CC2)cc1
    9, 2
- CCC(=O)N1CCC(COc2ccc(C(=O)NC(C)C)cc2)CC1
    4, -7
- CCS(=O)(=O)N1CCN(c2nc3ccccc3[nH]2)CC1
    -9, -5
- COc1cccc(NC(=O)CCN2C(=O)c3cccc([N+](=O)[O-])c3C2=O)c1
    -7, -6
- Cc1noc(C)c1CC(=O)N1CCc2ccccc2C1C (stereo not drawn)
    -6, 1
- CCc1nc(SCC(=O)Nc2cccc(C)c2)n[nH]1
    -1, -4
- Cc1cc(Cl)nc(Cl)c1C(=O)Nc1ccccc1F
    -1, -4
- COc1ccc(CCN2C(=O)CCC2(C)C(=O)NCc2ccccc2)c(OC)c1OC (stereo not drawn)
    4, -3
- CC(C)(C)SCCSCCS(=O)(=O)CCSCCSC(C)(C)C
    ·, 0
- COc1ccc(S(=O)(=O)N2CCC(C(=O)Nc3cccc(C(C)=O)c3)CC2)cc1
    10, 99*
- CCOc1ccccc1/C=C1\N=C(c2ccc(Cl)c(Cl)c2)OC1=O
    -6, -6
- N[C@@H](Cc1ccc(O)c(I)c1)C(=O)O
    ·, -6
- Cc1ccc(C(=O)O)cc1-c1ccc(/C=C/[N+](=O)[O-])o1
    30, 8
- Nc1nonc1/C(=N/OCc1ccc(Cl)cc1Cl)N1CCOCC1
    i, 4
- Cc1noc(-c2nn(C)c3c2CN(S(=O)(=O)c2ccccc2C)CC3)n1
    15, -2

Profiles from above:
Shown for `CCC(=O)N1CCC(COc2ccc(C(=O)NC(C)C)cc2)CC1` → mHTT CaM bind: 4; Pf apPOL inh: -7
Shown for `CCOc1ccccc1/C=C1\N=C(c2ccc(Cl)c(Cl)c2)OC1=O` → mHTT CaM bind: -6; Pf apPOL inh: -6
Shown for `CC(C)(C)SCCSCCS(=O)(=O)CCSCCSC(C)(C)C` → mHTT CaM bind: ·; Pf apPOL inh: 0

Continuation.
Order of results: mHTT CaM bind, Pf apPOL inh
- O=C(c1cn(-c2ccccc2)nc1-c1ccc([N+](=O)[O-])cc1)N1CCCCC1
    -4, -5
- COc1ccc(Nc2ccc([N+](=O)[O-])c(Nc3ccc(OC)cc3)n2)cc1
    ·, 4
- CC1CCN(S(=O)(=O)c2ccc(F)c(C(=O)Nc3ccc(Br)cc3F)c2)CC1
    2, -2
- Cc1cc(C)nc(SCc2ccc(Cl)cc2)n1
    -75, 2
- CCCCNC(=O)C1CCCN(c2ccc(N3CCN(CC)CC3)nn2)C1 (stereo not drawn)
    -2, -8
- O=C(NCCC1CCN(C(=O)c2ccc(F)cc2)CC1)c1ccccc1Cl
    -9, -7
- O=[N+]([O-])c1cc(C(F)(F)F)cc([N+](=O)[O-])c1NCc1c(Cl)cccc1Oc1ccccc1
    ·, -1
- O=S(=O)(NCc1ccc2c(c1)OCO2)c1cccs1
    -10, -4
- Cc1ccsc1/C=c1\sc2ncnn2c1=O
    0, -4
- O=C(Nc1cc(F)c2nc(N3CCCC3)ccc2c1)c1cccc(F)c1
    3, 0
- CC(=O)n1c(SCC(=O)Nc2ccc(C(C)C)cc2)nc2ccccc21
    11, -8
- Cc1ccc(C(=O)N2CCCC(c3nnc(-c4ccccc4)o3)C2)s1 (stereo not drawn)
    -4, -5
- Cc1cc(C(=O)NCCc2ccc(S(N)(=O)=O)cc2)ccc1[N+](=O)[O-]
    4, 7
- O=C(NC1CCCC1)c1cc2n(n1)C(C(F)(F)F)CC(c1ccc(Br)cc1)N2 (stereo not drawn)
    -1, -12
- CC(C)c1c(C2CCN(C(=O)c3cccc(F)c3)CC2)noc1N
    -2, -3
- COc1ccc(-c2cn3c(C)c(C(N)=O)sc3n2)cc1
    16, -2
- COC(CNC(=O)CCCCCn1nnc2ccccc2c1=O)OC
    15, -5
- Cc1ccc(S(=O)(=O)c2cc3c(=O)n4cccc(C)c4nc3n(CCOCCO)c2=N)cc1
    18, 2
- COc1ccc2cc(C3CC(c4ccc(C)cc4)=NN3C(C)=O)c(Cl)nc2c1 (stereo not drawn)
    3, 8
- CC(=O)Nc1ccc(NC(=O)c2ccc(C)c(C)c2)cc1
    -4, -2
- CCN1CCC(N2CCCC(C(=O)N(CC)CC)C2)CC1 (stereo not drawn)
    -2, -6
- COC(=O)[C@H](C)N1C/C=C\COc2c(Cl)cc(Cl)cc2S1(=O)=O
    -4, -3
- COc1ccc(NS(=O)(=O)c2ccc(NS(=O)(=O)c3ccc4c(c3)OCCO4)cc2)cc1
    7, 12
- CC(C)Cn1c(=O)c(N2CCN(S(C)(=O)=O)CC2)nc2ccncc21
    3, -1
- O=C(NCCc1ccccc1)c1ccc2c(c1)nc1n2CCCCC1
    -2, 0
- CCn1c(SCC(=O)n2nc(C)cc2C)nnc1-c1ccc2c(c1)OCO2
    1, 6
- CCCc1nc2c(c(=O)n1CC(=O)Nc1ccccc1CC)CCN(Cc1ccccc1)C2
    0, -5
- COc1ccccc1OCC(=O)Nc1ccccc1[N+](=O)[O-]
    1, -2
- N#Cc1c(N)nc(SCC(=O)O)c(C#N)c1-c1ccc(O)cc1
    9, -6
- CSc1cccc(NS(=O)(=O)c2ccc(NC(C)=O)cc2)c1
    0, 7
- Cc1cccc(NC(=O)CSc2nnc(N)s2)c1C
    -3, -27
- CCOc1cccc(C2Nc3ccccc3-c3nnc(SCC)nc3O2)c1OC (stereo not drawn)
    -2, 3
- CC(=O)NCCOc1cc(C)ccc1C(C)C
    2, -1
- CCC1COCCS(=O)(=O)N1Cc1cccc(Cl)c1 (stereo not drawn)
    -11, -2
- Cc1nnsc1-c1nnc(C2CCCCC2)o1
    ·, -9
- Cc1nn(-c2ccccc2)nc1C(=O)N1CCC(O)(c2ccc(Cl)cc2)CC1
    ·, -7
- CCOc1cc(C(=O)N2CCN(c3ccccc3)CC2)cc(OCC)c1OCC
    7, 9
- N#CC1=C(N)C(C#N)(C#N)C(c2ccc(O)cc2)C2CCCC=C12 (stereo not drawn)
    -3, -4
- Cc1ccc(OCc2nnc(NC(=O)c3ccco3)s2)cc1
    4, -3
- COc1ccc(C(=O)Nc2ccc(N3CCN(C(C)=O)CC3)cc2)cc1
    -1, -6
- Cc1cc(C(=O)NCCO)ccc1[N+](=O)[O-]
    0, -3
- CSc1ccc(C2Nc3ccccc3NC3=C2C(=O)CC(c2cccs2)C3)cc1 (stereo not drawn)
    54*, -11
- COc1cccc(C(=O)Nc2c3c(nn2-c2ccc(C)cc2C)CS(=O)(=O)C3)c1OC
    18, 0
- CC(C)c1ccc(-c2csc(NC(=O)C3C4CCC(O4)C3C(=O)O)n2)cc1 (stereo not drawn)
    -1, 6
- CCCCN(CCO)C(=O)C(c1ccccc1)c1ccccc1
    -1, -5
- COc1ccc(C)cc1NC(=O)C(c1ccccc1)c1ccccc1
    -22, -15
- CN1CCCN(Cc2c(Cl)cccc2Cl)CC1
    1, -14
- Cc1cccc(CNC(=O)C2CCCN(C(=O)c3ccccc3Cl)C2)c1 (stereo not drawn)
    24, -20
- O=C(O)c1c(F)c(F)c(F)c(F)c1C(=O)O
    -1, ·
- O=C(Cc1cccc(F)c1)N1CCC(n2nc(-c3ccsc3)ccc2=O)CC1
    35, -4
- CCCS(=O)(=O)N1CCc2ccc(NC(=O)c3ccno3)cc2C1
    -8, -6
- O=C(O)CN(Cc1ccc(Br)cc1)S(=O)(=O)c1ccc(Cl)cc1
    0, 0
- Cc1cn(-c2ccc(SCC(=O)Nc3cc(C(F)(F)F)ccc3Cl)nn2)cn1
    20, -11
- Cc1ccccc1-c1noc(-c2ccc(O)cc2)n1
    -20, -3
- CCc1ccccc1NC(=O)c1ccc(C(C)(C)C)cc1
    -9, 0
- O=C1OC(/C=C/c2ccc(Cl)cc2)=NC/1=C/c1ccccc1[N+](=O)[O-]
    1, 1
- O=C(CN1C(=O)/C(=C/c2ccc(Cl)cc2)Sc2ccccc21)NCCc1ccccc1
    9, 21
- O=S(=O)(c1ccc(-c2cn3ccccc3n2)cc1)N1CCOCC1
    8, 2
- CCCc1cc(C2CCCN2Cc2cc(Br)ccc2O)no1 (stereo not drawn)
    -14, 4
- C=CCN(C(=O)c1ccccc1)c1ccc(OC)cc1
    -5, -6

New compounds follow
Order of results: mHTT CaM bind, Pf apPOL inh
- COc1cccc(CCN2C(=O)CCC2(C)C(=O)NCCC(C)C)c1 (stereo not drawn)
    -6, 0
- CNC(=O)C(=O)Nc1cc(C)ccc1C
    -19, -3
- COc1cccc(-n2ccnc(NC(=O)c3ccc(C)cc3)c2=O)c1
    -1, 0
- CC(=O)N1CCc2sc(S(=O)(=O)N3CCN(c4ccccc4F)CC3)cc2C1
    27, -6
- O=C1NC(=O)N(Cc2ccco2)C(=O)/C1=C/c1cn(Cc2ccccc2F)c2ccccc12
    12, -4
- Cc1ccc(C(=O)Nc2cccn3nc(C(C)C)nc23)c(C)c1
    -13, 3
- Cc1ccc(N(CN2C(=O)c3ccccc3C2=O)C(=O)C(F)(F)F)cc1
    -6, 5
- c1ccc(Nc2nn(-c3ccccc3)c[n+]2-c2ccccc2)cc1
    ·, 2
- CC(C)Nc1nc(NC(C)C)nc(SCCOc2ccc(Br)cc2)n1
    -14, -4
- Cc1c(NS(=O)(=O)c2ccc(F)cc2)cccc1[N+](=O)[O-]
    3, 1
- C=CCn1c(SCC(=O)c2cccc([N+](=O)[O-])c2)nnc1-c1ccncc1
    -2, -9
- CC(C)(C)OC(=O)N1CCN(S(=O)(=O)c2ccc(Cl)cc2)CC1
    ·, -28
- COC(=O)c1ccc(Oc2coc3c4c(ccc3c2=O)OCN(C2CCCC2)C4)cc1
    -1, -3
- COc1ccc(C(=O)CSc2ncn(-c3ccccc3)n2)cc1
    -5, 7
- Nc1ccnc(=O)[nH]1
    ·, 105*

Compounds listed so far that contain a tert-butyl group, in the order listed:
Order of results: mHTT CaM bind, Pf apPOL inh
- CC(C)(C)SCCSCCS(=O)(=O)CCSCCSC(C)(C)C
    ·, 0
- CCc1ccccc1NC(=O)c1ccc(C(C)(C)C)cc1
    -9, 0
- CC(C)(C)OC(=O)N1CCN(S(=O)(=O)c2ccc(Cl)cc2)CC1
    ·, -28

The results go on.
Order of results: mHTT CaM bind, Pf apPOL inh
- COc1ccc(OC)c(S(=O)(=O)N2CCCC2C(=O)NCCc2csc(C)n2)c1 (stereo not drawn)
    -6, -7
- O=C(NCCNC(=O)c1ccc(N2CCOCC2)nn1)c1ccc(NC(=O)C2CC2)cc1
    -12, -8
- Cc1ccc(-n2c(SCC(=O)Nc3cccc(Cl)c3C)nc3[nH]ncc3c2=O)cc1
    42, -18
- Cc1ccc(C)c(N2CCN(C(=O)c3ccc(-c4cccnc4)nc3)CC2)c1
    64*, 2
- O=[N+]([O-])c1cccc(C2Nc3c(cccc3C(F)(F)F)C3C=CCC32)c1 (stereo not drawn)
    58*, 1
